# esBAF inh: SWI/SNF esBAF complex inhibition. actives 2% (n = 350,000). mouse ES cells, Bmi1-luciferase knock-in reporter, 24 h; 100% = twice the neutral-well signal. reporter increase, % at 12.5 µM; in the data active = activation above about 40%; inconclusive = no clear call, values can overlap the other calls;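 note: 0% = median of the plate's neutral control wells and 100% = double that signal; a rise in the Bmi1 reporter signal indicates esBAF inhibition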
# RAD54 branch: RAD54 (human) branch migration inhibition; Q92698; actives 0.14% (n = 360,000); AID 602329; inhibition, % at 10.4 µM; RAD54 Holliday junction branch migration, FAM/BHQ fluorescence;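 active = mean normalized replicate activity at least 40 and at least half of replicates scoring 40 or more; inconclusive = only one of the two criteria met; inactive = mean below 40 and under half of replicates reaching 40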;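 note: 0% = median of neutral control wells and 100% = median of positive control wells; inhibitors cause a drop in the FAM fluorescence signal; in these data hits start at about 50%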
# Target sequence (Q92698 whole entry, looked up): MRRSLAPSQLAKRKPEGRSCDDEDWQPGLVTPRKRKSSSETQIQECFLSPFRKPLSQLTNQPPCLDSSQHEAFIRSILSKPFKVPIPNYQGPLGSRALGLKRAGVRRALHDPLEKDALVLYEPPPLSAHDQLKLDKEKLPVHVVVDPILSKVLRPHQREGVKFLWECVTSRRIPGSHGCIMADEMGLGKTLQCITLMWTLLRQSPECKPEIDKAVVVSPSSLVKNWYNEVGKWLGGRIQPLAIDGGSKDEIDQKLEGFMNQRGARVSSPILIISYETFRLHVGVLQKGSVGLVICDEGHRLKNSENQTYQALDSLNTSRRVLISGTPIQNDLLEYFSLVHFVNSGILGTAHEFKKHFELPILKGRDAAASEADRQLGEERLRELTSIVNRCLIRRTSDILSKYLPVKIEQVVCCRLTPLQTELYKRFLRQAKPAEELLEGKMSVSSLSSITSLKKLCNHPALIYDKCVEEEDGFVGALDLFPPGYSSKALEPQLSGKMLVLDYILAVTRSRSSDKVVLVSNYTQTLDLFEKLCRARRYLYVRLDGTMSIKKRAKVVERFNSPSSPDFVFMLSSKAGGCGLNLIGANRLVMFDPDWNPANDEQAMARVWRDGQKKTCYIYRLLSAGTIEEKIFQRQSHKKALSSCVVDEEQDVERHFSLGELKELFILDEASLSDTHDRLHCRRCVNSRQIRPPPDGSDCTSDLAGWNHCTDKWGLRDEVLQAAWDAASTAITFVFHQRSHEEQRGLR
# F508del corr: correctors of CFTR F508del function in bronchial epithelial cells; actives 0.36% (n = 350,000); CFBE cells, YFP halide quenching; stimulated with forskolin plus potentiator P3; % fluorescence drop versus neutral controls; activity (quench increase), % at 7.58 µM;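 active = mean added fluorescence quench of at least 8% versus neutral control, with both replicates also reaching 8%; inconclusive = only one of the mean or replicate conditions met; inactive = mean below 8% and not both replicates reaching 8%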;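 note: cells transiently co-express mutant CFTR-F508del with the halide-sensitive YFP; corrector assay measuring rescue of mutant channel to the surface after 24 h compound exposure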
# GSIS activator: GLuc luminescence reporter in INS-1E cells, primary screen for activators of glucose-dependent secretion of insulin; INS-1E GLuc reporter insulin secretion, 2-3 h; activation, % at 16.6 µM; actives 0.61% (n = 370,000); AID 743287;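 active = lowest replicate activation of at least 40%, so every replicate reaches that level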;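 note: 0% = median of neutral control wells and 100% = median of IBMX positive control wells; some compounds called inactive have numbers as strong as hits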
# ARNT-TACC3 inh: disruptors of human ARNT/TACC3 interaction. inhibition, % at 9.99 µM. AlphaScreen His-ARNT PAS-B/GST-TACC3 binding, luminescence; TACC3 fragment carries E629A point mutation. Q9Y6A5. actives 0.66% (n = 390,000);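 active = mean inhibition of replicates at least 50% and at least half of replicates each reaching 50%; inconclusive = half or more replicates reach 50% but mean below 50%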;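 note: 0% = complete ARNT plus TACC3 wells and 100% = ARNT alone without TACC3; many hits fall short of the cut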
# XiGFP reactiv: reactivates the inactive X chromosome in mouse fibroblasts | AID 743238 | actives 0.055% (n = 360,000) | XiGFP mouse fibroblasts, % GFP-positive cells imaging, 3 d; cells co-treated with 5-aza-dC sensitizer; scaled so ellipticine positive control = 100% | activation, % at 7.58 µM;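 active = mean normalized replicate activation at least 10% and every replicate at or above 10%; inconclusive = only one of the two criteria met; inactive = mean below 10% and not all replicates reach 10%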;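 note: 0% = median of on-plate neutral control wells and 100% = ellipticine 6 µM median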
#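 material = 68-5-11 XiGFP fibroblast line | medium = DMEM plus 5-aza-dC sensitizer | schedule = 3 days compound exposure | benchmarks = positive control ellipticine, 6 µM final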
# RAD52 anneal inh: inhibitors of human RAD52 DNA annealing | P43351 | recombinant RAD52 DNA annealing, FRET fluorescence | inhibition, % at 18.7 µM | actives 0.46% (n = 360,000) | AID 651710;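 active = every replicate showing at least 50% inhibition; inconclusive = mean inhibition at least 50% but not in every replicate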
# ERAP1 HTS inh: inhibitors of human ERAP1 aminopeptidase. inhibition, % at 10.7 µM. Q9NZ08. recombinant ERAP1, Leu-AMC fluorescence, 60 min. actives 0.15% (n = 340,000);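 active = mean replicate inhibition of at least 30%, or all replicates individually reaching that 30% level; inactive = mean below 30% and not every replicate reaching it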;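 note: 0% = neutral control wells and 100% = L-leucinethiol positive control wells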
# Numbers without * were called inactive; ? = inconclusive; / = no result given.
SMILES,esBAF inh,RAD54 branch,F508del corr,GSIS activator,ARNT-TACC3 inh,XiGFP reactiv,RAD52 anneal inh,ERAP1 HTS inh
Cc1ccccc1CN1CCCC(C(=O)Nc2ccc(-c3ccn[nH]3)cc2)C1 (stereo unspecified),6,-1,-0.3,-18,2,-0.1,16,0
CCOc1ccc(C(=O)N2CCN(CC(=O)N3CCCC3)CC2)cc1OCC,7,5,1.2,5,-2,0.0,-12,-6
Cc1ccc(C)c2[nH]c(=O)c(CCNC(=O)c3cc4ccccc4o3)cc12,-5,5,3.3,/,-7,0.0,-4,2
COc1ccc(COC[C@H](CC(C)C)N2CCN(C(=O)c3cccc(C(F)(F)F)c3)CCC2=O)cc1,/,/,1.6,-35,/,0.1,-6,/
COc1cccc(NC(=O)N2CC(=O)N3[C@H](CO)[C@@H](c4ccc(C5=CCCC5)cc4)[C@@H]3C2)c1,/,/,2.9,-27,/,0.0,6,-1
COC(=O)c1sccc1NC(=O)COc1cccc(C)c1,4,/,1.2,-12,3,-0.1,0,4
O=C(NCC1CCCO1)C(c1ccc(F)cc1)N(C(=O)Cn1nnc(-c2ccc(F)cc2)n1)c1cccc(O)c1 (stereo unspecified),/,/,-0.4,3,-2,-0.1,-9,8
CC(/C=N/NC(=O)Cn1nccc1C)=C\c1ccc(C(C)C)cc1,/,1,/,-24,0,0.1,/,/
Cc1noc(C)c1NC(=O)Nc1cccc2c1O[C@@H](CN(C)S(=O)(=O)c1cccs1)[C@@H](C)CN([C@H](C)CO)C2=O,0,1,-2.6,13,-12,-1.3,-3,-3
CC(C)O/C(=N\S(=O)(=O)c1ccc(Cl)cc1)c1ccccc1,1,7,/,17,-1,/,/,/
Cc1noc(C)c1NC(=O)Nc1ccc2c(c1)CC(=O)N([C@H](C)CO)C[C@@H](C)[C@H](CN(C)Cc1ccc(C(=O)O)cc1)O2,-4,5,-4.4,6,-6,0.0,-12,0
CCOC(=O)C(c1ccccc1)C(Nc1ccccc1)c1ccccn1 (stereo unspecified),2,/,0.7,8,-2,0.2,-11,5
CCCNC(=O)N[C@@H]1CC[C@@H](CCn2cc(C3CCCCC3)nn2)O[C@@H]1CO,-4,5,-1.0,0,-5,0.2,-9,2
CC(C)NC(=O)C1(C)CCCN1C(=O)c1ccc2c(c1)C(C)(C)CCC2(C)C (stereo unspecified),-5,-12,1.6,-9,/,0.0,-6,1
O=C(Nc1ccccc1F)c1ccc(S(=O)(=O)N2CCCCCC2)cc1,29,-11,3.0,-14,0,0.2,-5,1
Cc1ccccc1CNS(=O)(=O)c1c(C)[nH]c(C)c1C(=O)N1CCCCC1,0,-5,-0.2,5,-4,0.1,0,3
Cc1cc(C)n(-c2ccc(NC(=O)C3CCN(Cc4cc(C)c(C)o4)CC3)cc2)n1,-3,1,1.5,15,/,0.1,-38,-4
Cc1ccc(N(C(=O)CCC(=O)Nc2cc(C)on2)C(C(=O)NC2CCCC2)c2ccccc2)cc1 (stereo unspecified),/,/,0.5,8,7,0.1,-3,7
O=C(CSc1nncn1-c1ccccc1)Nc1ccccc1,-2,-3,2.3,13,-2,0.0,-13,-2
CC1CCN(C(=O)Cn2cc3c(n2)CCCC3)CC1,12,-5,-2.2,-14,47*,0.7,3,-2
CCN(CCCNC(=O)CN1C(=O)COc2ccccc21)c1cccc(C)c1,-4,0,/,-18,2,/,/,/
N#C[C@H]1[C@H](c2ccccc2-c2ccc(F)cc2)[C@H](CO)N1C(=O)NC1CCCCC1,/,/,1.6,-6,/,0.0,-18,0
CSCCC(NS(=O)(=O)c1ccccc1F)C(=O)NNC(=O)c1csc(N2CCOCC2)n1 (stereo unspecified),/,-2,5.4,6,-1,0.0,-8,3
O=C(O)c1nn(-c2cccc(C(F)(F)F)c2)ccc1=O,/,/,1.4,-9,-16,0.0,3,-4

# 16 entries from above, with values under each structure.
# Fields – esBAF inh | RAD54 branch | F508del corr | GSIS activator | ARNT-TACC3 inh | XiGFP reactiv | RAD52 anneal inh | ERAP1 HTS inh
Cc1noc(C)c1NC(=O)Nc1cccc2c1O[C@@H](CN(C)S(=O)(=O)c1cccs1)[C@@H](C)CN([C@H](C)CO)C2=O
 : 0 | 1 | -2.6 | 13 | -12 | -1.3 | -3 | -3
CC(C)O/C(=N\S(=O)(=O)c1ccc(Cl)cc1)c1ccccc1
 : 1 | 7 | / | 17 | -1 | / | / | /
Cc1noc(C)c1NC(=O)Nc1ccc2c(c1)CC(=O)N([C@H](C)CO)C[C@@H](C)[C@H](CN(C)Cc1ccc(C(=O)O)cc1)O2
 : -4 | 5 | -4.4 | 6 | -6 | 0.0 | -12 | 0
CCOC(=O)C(c1ccccc1)C(Nc1ccccc1)c1ccccn1 (stereo unspecified)
 : 2 | / | 0.7 | 8 | -2 | 0.2 | -11 | 5
CCCNC(=O)N[C@@H]1CC[C@@H](CCn2cc(C3CCCCC3)nn2)O[C@@H]1CO
 : -4 | 5 | -1.0 | 0 | -5 | 0.2 | -9 | 2
CC(C)NC(=O)C1(C)CCCN1C(=O)c1ccc2c(c1)C(C)(C)CCC2(C)C (stereo unspecified)
 : -5 | -12 | 1.6 | -9 | / | 0.0 | -6 | 1
O=C(Nc1ccccc1F)c1ccc(S(=O)(=O)N2CCCCCC2)cc1
 : 29 | -11 | 3.0 | -14 | 0 | 0.2 | -5 | 1
Cc1ccccc1CNS(=O)(=O)c1c(C)[nH]c(C)c1C(=O)N1CCCCC1
 : 0 | -5 | -0.2 | 5 | -4 | 0.1 | 0 | 3
Cc1cc(C)n(-c2ccc(NC(=O)C3CCN(Cc4cc(C)c(C)o4)CC3)cc2)n1
 : -3 | 1 | 1.5 | 15 | / | 0.1 | -38 | -4
Cc1ccc(N(C(=O)CCC(=O)Nc2cc(C)on2)C(C(=O)NC2CCCC2)c2ccccc2)cc1 (stereo unspecified)
 : / | / | 0.5 | 8 | 7 | 0.1 | -3 | 7
O=C(CSc1nncn1-c1ccccc1)Nc1ccccc1
 : -2 | -3 | 2.3 | 13 | -2 | 0.0 | -13 | -2
CC1CCN(C(=O)Cn2cc3c(n2)CCCC3)CC1
 : 12 | -5 | -2.2 | -14 | 47* | 0.7 | 3 | -2
CCN(CCCNC(=O)CN1C(=O)COc2ccccc21)c1cccc(C)c1
 : -4 | 0 | / | -18 | 2 | / | / | /
N#C[C@H]1[C@H](c2ccccc2-c2ccc(F)cc2)[C@H](CO)N1C(=O)NC1CCCCC1
 : / | / | 1.6 | -6 | / | 0.0 | -18 | 0
CSCCC(NS(=O)(=O)c1ccccc1F)C(=O)NNC(=O)c1csc(N2CCOCC2)n1 (stereo unspecified)
 : / | -2 | 5.4 | 6 | -1 | 0.0 | -8 | 3
O=C(O)c1nn(-c2cccc(C(F)(F)F)c2)ccc1=O
 : / | / | 1.4 | -9 | -16 | 0.0 | 3 | -4

# The results go on:
SMILES,esBAF inh,RAD54 branch,F508del corr,GSIS activator,ARNT-TACC3 inh,XiGFP reactiv,RAD52 anneal inh,ERAP1 HTS inh
CC(C)OCC(O)Cn1c(N2CCCC2)nc2c1c(=O)n(C)c(=O)n2C (stereo unspecified),-2,-14,-1.2,8,-1,0.1,-2,-1
CCOC(=O)c1c(C)sc2c1N(C(=O)CN(CC)CC)c1cc(Cl)ccc1S2,-6,2,/,-26,11,/,/,/
Cc1ccccc1C(=O)Nc1ccc2c(c1)CCCN2C(=O)c1cccs1,6,3,-1.1,6,1,0.2,-12,0
Cc1ccc(S(=O)(=O)Nc2cccc3c2O[C@@H](CN(C)C(=O)Nc2ccc4c(c2)OCO4)[C@@H](C)CN([C@H](C)CO)C3=O)cc1,18,8,-2.2,-22,12,0.4,-6,0
CCOC(=O)C1(C)CCN1C(=O)c1cc(C)n(C(C)(C)C)n1 (stereo unspecified),1,-2,0.8,1,/,-0.1,-4,2
Cc1nnc(SCCN2CCOCC2)n1C,-8,-8,/,4,-13,/,/,/
O=S(=O)(c1ccccc1Cl)N1CCC(O)(c2ccc3c(c2)OCO3)CC1,6,8,-0.8,/,-5,/,-20,8
CC(=O)Nc1ccc2c(c1)C(=O)N(C)[C@H]1CC[C@H](CC(=O)Nc3cccc(Cl)c3)O[C@@H]1CO2,4,8,-2.1,0,-5,-0.1,-3,0
Cc1cc(C)cc(OCC(=O)NNC(=O)CCN2C(=O)c3ccccc3C2=O)c1,/,/,-0.8,-5,-1,0.2,-2,-1
C[C@H](CO)N1C[C@H](C)[C@H](CN(C)C(=O)C2CCCCC2)OCCCC[C@H](C)Oc2ccc(NC(=O)Nc3cccc4ccccc34)cc2C1=O,1,-2,1.3,17,13,0.0,2,-3
CC(C)N(C[C@@H]1CSCCS(=O)(=O)N1)C1CCCCC1,/,/,-2.2,31,/,0.5,-2,-5
O=C(O)c1ccc2c(c1Nc1ccccc1)C(=O)c1ccccc1C2=O,-7,-14,-1.1,9,29,0.0,3,2
O=C(C1CCC(=O)N(C2CCCC2)C1)N1CCN(c2ccc(Cl)cc2)CC1 (stereo unspecified),-7,/,-0.4,-3,3,0.2,-1,-1
CN(C(=O)COc1ccc(S(=O)(=O)N2CCOCC2)cc1[N+](=O)[O-])C1CCS(=O)(=O)C1 (stereo unspecified),-2,-1,-0.3,-7,1,0.0,-18,2
OCCC1CN(Cc2ccon2)CCN1Cc1ccc(F)c(F)c1 (stereo unspecified),-2,1,-0.3,-6,-2,0.2,-6,0
CN1C(=O)c2ccc(NC(=S)NC(=O)C(C)(C)C)cc2C1=O,/,-11,/,22,0,0.7,/,/
Cc1ccc(Nc2nnc(SCC(=O)c3cc4ccccc4o3)s2)cc1C,33,-12,/,11,-4,0.0,/,/
O=Cc1ccc(-n2nncc2-c2ccc([N+](=O)[O-])cc2)cc1,-1,3,2.6,1,-2,-0.1,-14,-1
O=C(COC(=O)c1nc(Cl)ccc1Cl)NCc1ccc(Cl)cc1Cl,-2,5,-0.6,-19,-1,-0.1,-11,1
Cc1cc(C(=O)N2CCCC(N3CCN(c4cccc(Cl)c4)CC3)C2)nn1C (stereo unspecified),/,-28,1.9,12,0,0.4,-14,1
COc1ccc(-c2c(C)nn3c(NC4CCCC4)cc(C)nc23)cc1OC,12,-6,-1.2,7,2,0.3,-13,-1
CCc1nc2ccc(C(=O)NCCOc3ccc(OC)cc3)cn2c1N(CCC(C)C)CCN(C)C,-7,4,0.1,-14,/,-0.1,-7,-1
CCCCC[C@H]1CCCCC[C@H](O)C[C@@H](O)[C@H](O)/C=C/C(=O)O1,/,/,4.6,-17,/,0.0,5,/
Cc1ccc(NC(=O)/C=C/c2ccc(Cl)cc2)nc1,?,1,2.2,26,-19,0.0,-16,-5
O=C(CNC(=O)N1CC(=O)Nc2ccccc21)NCc1ccc(F)cc1,-7,-2,-1.6,-6,/,0.0,-21,-5

# From PubChem
